Screens from PubChem BioAssay.
LGR2 inh = blocks bursicon-induced cAMP signaling via Drosophila LGR2. actives 0.35% (n = 380,000). HEK293 LGR2, CRE-luciferase, bursicon-stimulated, 4 h. inhibition, % at 9.99 µM;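 active = drop in luminescence signal, shown as inhibition above about 50% in the replicate tests, limit read from the data, passing the limit was not always enough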;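 note: agonist challenge used bursicon conditioned medium at about half maximal strength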
miR122 inh = inhibitors of miR-122 in Huh7 cells | activation (reporter increase), % at 12.5 µM | actives 0.3% (n = 340,000) | Huh7 miR-122 Renilla luciferase sensor, 48 h; neutral wells = 0, positive control = 100 | AID 602342;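 active = mean replicate activation score at least 90 and every replicate individually at or above 90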;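 note: higher luciferase means less miR-122 activity so hits act as miR-122 inhibitors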
PAX8 inh HTS = PAX8 transcriptional activity inhibition. RMG-I TPO-luciferase reporter, SteadyGlo, 24 h. actives 1.2% (n = 360,000). AID 652154. inhibition, % at 12.6 µM;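 active = mean replicate inhibition at least 60% with every replicate also reaching 60%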;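 note: luciferase light reporting Pax8 driven TPO promoter activity; plate controls were median of neutral control wells for no effect and mitoxantrone controls for full effect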
EWS-Fli inh = blocks EWS/Fli oncoprotein-driven transcription. A673 NR0B1-luciferase reporter, viability-normalised. actives 0.67% (n = 350,000). inhibition, % at 12.6 µM;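 active = mean inhibition of at least 50% after viability correction, with every replicate also passing that limit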;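 note: firefly luciferase signal divided by Alamar Blue viability fluorescence both relative to DMSO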
FN deposit inh = fibronectin deposition inhibition; actives 0.086% (n = 350,000); AH1F fibroblasts, Alexa488-fibronectin deposition fluorescence, overnight; inhibition, % at 12.6 µM;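 active = mean inhibition across replicates of 30% or more, regardless of how many single replicates reach that level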;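 note: positive control wells lacked labelled fibronectin entirely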
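material = AH1F fibroblast monolayer depositing Alexa488-labelled fibronectin into matrix | amount = 10000 AH1F cells/well | buffer or medium = DMEM plus 2% serum, read in PBS | incubation = 1 h cell adhesion before compound, then overnight fibronectin incubation | detection = fluorescence at 485 nm excitation, 525 nm emission | evaluation = percent inhibition as loss of matrix-bound fibronectin fluorescence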
Cneo AK release = causes C. neoformans cell lysis | adenylate kinase release luminescence, 4 h; normalised: neutral wells 0, clomiphene wells 100 | lysis activity, % at 15 µM | actives 0.2% (n = 360,000) | AID 651654;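 active = mean lysis activity across replicates of at least 80%, whatever share of replicates individually reach that level; inactive = mean lysis activity below 80%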
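Assay system: log-phase C. neoformans yeast / Quantity: yeast cell density of 5 × 10^6 cells/mL / Medium: fresh YPD growth medium / Compound: single dose / Timing: static 4 h at 37 °C with compound, 1 h detection / Measured by: adenylate kinase release luminescence / Read-out: lysis from increased AK signal / Benchmarks: Clomiphene as positive lysis control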
PGC1a acetyl inh = PGC1a acetylation modulation, inhibitor mode; U2OS PGC1a acetylation, AlphaScreen anti-acetyl-lysine; with virally co-expressed GCN5 acetyltransferase; inhibition, % at 15.6 µM; actives 0.17% (n = 350,000);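 active = every replicate shows inhibition of at least 40%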;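 note: 0% = neutral control wells and 100% = positive control wells; some results beyond the cut were filed as inactive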
Casp6 inh = blocks human caspase-6 cleavage activity; P55212; purified caspase-6, Z-VEID-R110 cleavage fluorescence; inhibition, % at 12.5 µM; actives 0.53% (n = 350,000);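 active = mean inhibition across replicates at least about 35%, with every replicate also reaching that limit, limit read from the data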;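 note: 0% = median of neutral control wells and 100% = no fluorescence left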
Target sequence (P55212 24-179 limits assumed): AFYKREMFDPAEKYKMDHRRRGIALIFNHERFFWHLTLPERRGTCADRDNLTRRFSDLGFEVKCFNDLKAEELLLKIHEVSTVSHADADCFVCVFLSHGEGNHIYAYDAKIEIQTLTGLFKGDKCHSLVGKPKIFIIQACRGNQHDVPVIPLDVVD
Target sequence (P55212 194-293 limits assumed): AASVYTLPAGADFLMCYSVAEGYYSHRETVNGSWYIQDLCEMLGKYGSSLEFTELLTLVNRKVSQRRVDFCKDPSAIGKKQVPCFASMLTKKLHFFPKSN
* hit, by the source's call; . = not tested or not shown; [ ] = another dose, or the depositor's remark.

[1] Cn1c(Cc2ccccc2)nnc1SCc1nc2ccccc2c(=O)[nH]1
[2] Cc1ccc(S(=O)(=O)N2CCN(C)CC2)c2nsnc12
[3] C[C@@H]1CN([C@H](C)CO)C(=O)Cc2cc(NS(C)(=O)=O)ccc2O[C@@H]1CN(C)CC1CC1
[4] Cn1c2nc(=O)[nH]c(=O)c-2cc2ccccc21
[5] COc1cccc(CCC2C(=O)CCCC2=O)c1
[6] Cc1ccccc1-c1cnc2c(c1)C(=O)N([C@H](C)CO)C[C@@H](C)[C@H](CN(C)Cc1ccncc1)O2
[7] COc1ccc(-c2ccc(SCC(=O)c3ccc(F)cc3)nn2)cc1OC
[8] CCc1ccc(OCc2cnc(Cl)s2)cc1

assay / compound	1	2	3	4	5	6	7	8
LGR2 inh	-11	7	11	7	18	7	-24	-57
miR122 inh	-6	1	0[16.7 µM]	.	-3	24[16.7 µM]	.	.
PAX8 inh HTS	7	3	-10	-5	-10	-13	-13	-78
EWS-Fli inh	15	0	-1	-14	5	-17	0	-47
FN deposit inh	2	4	.	-3	6	.	-3	-4
Cneo AK release	-1	1	-3	6	.	3	2	.
PGC1a acetyl inh	-3	-14	-6	-4	2	-4	29	-17
Casp6 inh	3	0	3	1	4	0	-5	-2

[9] CC(C)[C@H](NC(=O)C1CCN(C(=O)[C@H](Cc2ccccc2)NC(=O)OC(C)(C)C)CC1)C(=O)O
[10] Cc1ccc(Cl)c(OCC(=O)OCC(=O)c2ccc[nH]2)c1
[11] COc1ccc(N(Cc2cc3cccc(C)c3[nH]c2=O)C(=O)C2CCCO2)cc1 (stereo unspecified)
[12] Cc1ccc(NC(=O)c2cnn(C)c2)cc1[N+](=O)[O-]
[13] COc1ccc(N2C(=NC(=O)C3CCCCC3)SC3CS(=O)(=O)CC32)c(OC)c1 (stereo unspecified)
[14] CN1C(=O)c2cc(NC(=O)Cc3cccs3)ccc2OC[C@@H]2O[C@@H](CC(=O)NCCc3ccncc3)CC[C@H]21
[15] CC(C)c1cn(CC[C@@H]2CC[C@H](NC(=O)C3CCOCC3)[C@H](CO)O2)nn1
[16] COc1ccc(S(=O)(=O)Nc2ccc3ccccc3c2)cc1C

assay / compound	9	10	11	12	13	14	15	16
LGR2 inh	-12	-17	22	-7	25	-11	-10	18
miR122 inh	1	.	5	.	-2	.	.	109*
PAX8 inh HTS	-16	16	18	25	-7	-5	-29	.
EWS-Fli inh	-5	-3	1	-12	3	4	.	.
FN deposit inh	2	-1	4	9	0	5	.	-1
Cneo AK release	-2	-2	.	.	-2	-1	.	1
PGC1a acetyl inh	5	.	8	.	3	.	0	-8
Casp6 inh	-3	2	1	0	1	-4	2	.

[17] Cc1ccc(-c2c(N)nc3ncccn23)cc1
[18] CCS(=O)(=O)Nc1ccc2c(c1)C(=O)N(C)C[C@H](OC)[C@@H](C)CN(C)[C@H](C)CO2
[19] CC(Cc1ccccn1)NC(=O)c1ccc(OC2CCN(CCc3ccccc3)CC2)cc1 (stereo unspecified)
[20] Cc1cccc(NC(=O)NC(=O)c2ccccc2)n1
[21] CC(C)c1ccc(CNc2nnnn2C)cc1
[22] Cc1ccc(SCCSc2ncccn2)cc1
[23] CCc1ccccc1NC(=O)[C@@H]1CCC(=O)N1C1OC(=O)c2c1ccc(OC)c2OC (stereo partly specified)
[24] COc1cc(C=O)ccc1Oc1ccc(S(=O)(=O)N2CCOCC2)cc1[N+](=O)[O-]

assay / compound	17	18	19	20	21	22	23	24
LGR2 inh	-27	0	-27	21	8	24	.	7
miR122 inh	.	-2[16.7 µM]	.	.	1	0	-3	-3
PAX8 inh HTS	-12	.	-42	-36	13	-82	.	7
EWS-Fli inh	-5	11	.	-61	9	-28	-3	8
FN deposit inh	.	-9	-2	-1	2	-10	.	-3
Cneo AK release	.	-3	-2	.	0	-5	12	-2
PGC1a acetyl inh	.	2	.	-5	.	11	3	8
Casp6 inh	-3	0	-3	2	-3	0	1	5

[25] CC(C)C#Cc1cnc2c(c1)C(=O)N([C@H](C)CO)C[C@@H](C)[C@@H](CN(C)C(=O)c1ccccc1F)O2
[26] Cc1ccccc1CSCC(=O)N1CCN(c2ccccc2)CC1
[27] CCOC(=O)Cc1csc(NC(=O)c2ccc([N+](=O)[O-])cc2[N+](=O)[O-])n1
[28] Cc1ccccc1S(=O)(=O)N1[C@@H](c2ccccc2)C(C(=O)O)=CC[C@H]1c1ccc(Cl)cc1
[29] Cc1cc(C)n(CCCNC(=O)C2CCC(=O)N(CCc3ccc(Cl)cc3)C2)n1 (stereo unspecified)
[30] COc1ccc(Cn2c(=O)[nH]c3cc(C(=O)NCCCOC(C)C)ccc3c2=O)cc1
[31] Cc1cc(C)cc(NC(=O)C(C)N2C(=O)c3ccccc3C2=O)c1 (stereo unspecified)
[32] O=C(NCC1CCCCC1)c1cccc(-c2ccc(O)cc2)c1

assay / compound	25	26	27	28	29	30	31	32
LGR2 inh	-15	.	.	3	1	5	-2	-3
miR122 inh	-6[16.7 µM]	.	-7	.	0	1	-4	46
PAX8 inh HTS	-5	12	12	-13	-6	21	-36	21
EWS-Fli inh	7	-6	9	-4	-3	-10	9	-10
FN deposit inh	-2	-1	5	2	-14	-2	2	-12
Cneo AK release	-2	.	0	-4	-1	1	2	0
PGC1a acetyl inh	-1	.	-29	.	6	2	-7	17
Casp6 inh	1	-1	5	3	-3	5	-1	0

In the list so far, these contain an aryl thioether with sulfur outside any ring.
[1] Cn1c(Cc2ccccc2)nnc1SCc1nc2ccccc2c(=O)[nH]1
[7] COc1ccc(-c2ccc(SCC(=O)c3ccc(F)cc3)nn2)cc1OC
[22] Cc1ccc(SCCSc2ncccn2)cc1

assay / compound	1	7	22
LGR2 inh	-11	-24	24
miR122 inh	-6	.	0
PAX8 inh HTS	7	-13	-82
EWS-Fli inh	15	0	-28
FN deposit inh	2	-3	-10
Cneo AK release	-1	2	-5
PGC1a acetyl inh	-3	29	11
Casp6 inh	3	-5	0

(list continues)
[33] c1ccc2c(c1)ncn2CCN1CCCCC1
[34] C=CCn1cc(/C=C/c2cc[n+](C)cc2)c2ccccc21
[35] CC(=O)Nc1ccc(NC(=O)c2csc([C@H]3C[C@H](O)[C@@H](CO)O3)n2)cc1
[36] CC(=O)NCCC(=O)Nc1cc(S(=O)(=O)N2CCOCC2)ccc1N1CCOCC1
[37] COC(=O)[C@@H](NC(=O)NCc1ccccc1F)C(C)C
[38] CCOC(=O)CCc1c(C)c2ccc(OC(C)C(=O)OCC)c(C)c2oc1=O (stereo unspecified)
[39] C[C@H]1CN([C@@H](C)CO)C(=O)c2cc(NS(=O)(=O)c3ccc(Cl)cc3)ccc2O[C@H]1CN(C)S(=O)(=O)c1ccc(F)cc1
[40] Cc1ccc(-c2nnc(Nc3ccc4c(c3)OCO4)c3ccccc23)cc1S(N)(=O)=O

assay / compound	33	34	35	36	37	38	39	40
LGR2 inh	.	15	3	15	-5	.	11	.
miR122 inh	4	.	-3	.	-4	-4	1[16.7 µM]	180*
PAX8 inh HTS	-12	93*	.	-3	.	11	-3	15
EWS-Fli inh	.	25	-2	-5	.	.	-4	-22
FN deposit inh	7	-7	1	.	.	-6	.	-7
Cneo AK release	0	10	2	.	0	0	-1	-2
PGC1a acetyl inh	-10	.	6	9	8	-2	-2	.
Casp6 inh	.	-18	-1	2	1	.	1	2

[41] COc1ccc(NC(=O)[C@@H]2O[C@H](CO)[C@H](O)[C@H](O)[C@H]2O)cc1F
[42] COc1ccc(NC(=O)CN(C)C(=O)c2cccc(S(=O)(=O)N3CCN(c4ccccc4)CC3)c2)cc1
[43] O=S1(=O)C[C@@H](N2CCN(c3ccccn3)CC2)[C@H](COCc2ccccc2)N1
[44] COc1ccc(/C=N/n2cnnc2)cc1Cn1nc(C)c([N+](=O)[O-])c1C
[45] CCSc1nnc(NC(=O)CN(C)S(=O)(=O)c2ccc(F)cc2)s1
[46] CC(=O)N(C)C[C@@H]1Oc2ncc(C#Cc3ccncc3)cc2C(=O)N([C@H](C)CO)C[C@@H]1C
[47] O=C(CCc1nc2ccccc2c(=O)[nH]1)NCCN1C(=O)S/C(=C\c2ccc(OC(F)F)cc2)C1=O
[48] Cc1ccc(CNC(=O)COc2ccc(S(=O)(=O)N3CCOCC3)cc2)cc1

assay / compound	41	42	43	44	45	46	47	48
LGR2 inh	14	-12	5	1	-4	1	-8	6
miR122 inh	-4	.	-3	.	.	11[16.7 µM]	-9	.
PAX8 inh HTS	-10	10	-7	18	.	.	10	-16
EWS-Fli inh	-1	26	-3	17	8	0	-26	-2
FN deposit inh	6	0	-8	8	.	-6	0	7
Cneo AK release	4	.	-2	.	-1	52	-2	.
PGC1a acetyl inh	-29	.	.	.	-3	-8	3	.
Casp6 inh	1	2	0	1	2	0	-2	-2

[49] O=S(=O)(CS(=O)(=O)c1ccccc1Br)c1ccccc1Br
[50] O=C(NNC(=O)c1ccccc1O)c1cc2ccccc2o1
[51] Cc1cc(O)c(/C=N/Nc2ccccc2)c(=O)o1
[52] CCOc1cc(S(=O)(=O)NCc2ccccc2)c(OCC)cc1-n1cnnn1
[53] C/C=C/c1ccc2c(c1)O[C@@H](CN(C)C(=O)Nc1cc(F)ccc1F)[C@@H](C)CN([C@@H](C)CO)S2(=O)=O
[54] CCN(Cc1ccccc1)C(=O)Cn1c(=O)n(CC(=O)N2CCCCC2)c(=O)c2sccc21
[55] CCCN(C)C[C@H]1Oc2cc(-c3cccc(F)c3)ccc2S(=O)(=O)N([C@H](C)CO)C[C@H]1C
[56] N#CC1=C2SCN(c3ccc(F)cc3)CN2C(=O)CC1c1cccc(F)c1 (stereo unspecified)
[57] Cc1ccc(S(=O)(=O)NC2CC2)s1

assay / compound	49	50	51	52	53	54	55	56	57
LGR2 inh	18	-14	-2	10	-15	1	4	-29	11
miR122 inh	.	2	2	22	2[16.7 µM]	-1	13[16.7 µM]	-1	-2
PAX8 inh HTS	5	-46	.	.	.	11	-20	.	12
EWS-Fli inh	7	-41	.	.	7	.	-2	-19	.
FN deposit inh	7	7	.	-2	.	-6	.	-6	.
Cneo AK release	.	-4	3	-1	0	0	.	0	3
PGC1a acetyl inh	.	3	-13	3	-9	-5	1	-2	1
Casp6 inh	-3	17	.	1	-1	0	.	11	-3
